Screening results deposited in PubChem BioAssay by several laboratories.
PPARg SRC3 recr: PPARgamma-driven SRC-3 recruitment agonism; P37231; biochemical PPARgamma/SRC-3 coactivator recruitment assay; activation, % at 8 µM; 0.26% of 200,000 active; AID 731; in the data active means activation above about 23%;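 further: 0% = DMSO and 100% = reference agonist; some compounds past the cut are filed as inactive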
Target sequence (P37231 whole entry, looked up): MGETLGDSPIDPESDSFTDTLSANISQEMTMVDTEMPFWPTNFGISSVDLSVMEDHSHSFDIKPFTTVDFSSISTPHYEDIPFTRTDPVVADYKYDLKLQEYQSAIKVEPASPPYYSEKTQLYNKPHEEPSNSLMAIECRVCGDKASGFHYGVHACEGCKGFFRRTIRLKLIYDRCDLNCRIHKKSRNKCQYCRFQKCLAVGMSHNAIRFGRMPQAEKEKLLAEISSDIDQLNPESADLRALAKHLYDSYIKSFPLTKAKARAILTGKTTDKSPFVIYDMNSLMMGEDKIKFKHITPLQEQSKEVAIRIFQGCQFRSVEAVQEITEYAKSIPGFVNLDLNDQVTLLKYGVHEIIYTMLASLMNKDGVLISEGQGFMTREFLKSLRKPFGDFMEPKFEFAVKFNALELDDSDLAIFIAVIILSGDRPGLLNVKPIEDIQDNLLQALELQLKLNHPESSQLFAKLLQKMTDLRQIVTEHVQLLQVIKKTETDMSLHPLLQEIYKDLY
TR-FRET SRC-2 ct: counter-screen for PPARgamma SRC-2 recruitment agonists: TR-FRET artefact; 0.4% of 200,000 active; TR-FRET ratio at 8 µM; hits give high values; in the data active means TR-FRET ratio above about 2000; further: inactives centre near 1500; reference of the scale not given here
ROMK primary: modulates human ROMK potassium channel activity. B-score at 10 µM. 2% of 130,000 active. P48048. Tet-inducible ROMK, thallium flux fluorescence; actives lie on both sides;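 active means signal ratio slope over the read window, or its plate-corrected B-score, at least 3 SD from the plate mean, either direction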;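 further: B-score of the F/F0 ratio slope over 7 to 12 s after thallium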
Diaph act CS: counter-screen for diaphorase-based assays: diaphorase activators and chemical reducers; Diaphorase/resazurin coupled assay, resorufin fluorescence, 16 min; hits give high values; 1 = vehicle wells, 0 = NADH-free wells; activation factor at 20 µM; 0.005% of 190,000 active; AID 1229;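 active means diaphorase activity raised at least twofold by the compound at 20 µM; inactive means activation factor below 2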
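Test system: Clostridium kluyveri diaphorase, purified enzyme; input: enzyme 0.07 U/mL final; buffer or medium: 50 mM HEPES pH 7.4 with 4.542 mM MgCl2, 0.005% Tween 20; also added: 0.114 mM NADH and 0.1 mM resazurin, final amounts; schedule: 16 min enzyme reaction, ambient temperature; technique: fluorescence of resorufin, 544 nm excitation, 590 nm emission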
S1P3 antag: S1P3 (human) receptor antagonism; Q99500; CHO S1P3 NFAT-BLA reporter, FRET fluorescence, antagonist mode; inhibition, % at 4.98 µM; 0.27% of 170,000 active; AID 485;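 active means inhibition above the plate cutoff, the mean inhibition of test wells on that plate plus 3 SD, cut at about 28% in these data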;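 further: cells challenged with S1P at its EC80 of 0.8 µM; blue over green emission ratio from cleaved BLA substrate after 4 h stimulation; 0% = S1P-stimulated wells and 100% = unstimulated DMSO-only wells; some compounds past the cut are filed as inactive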
PMI act satM6P: increases human PMI activity with near-saturating mannose 6-phosphate; P34949; coupled PMI enzyme assay, resazurin fluorescence, 20 min; hits give high values; 1 = untreated enzyme, 0 = substrate-free blank; activation factor at 20 µM; 0.34% of 190,000 active;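 active means activation factor of 2 or more at 20 µM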
Target sequence (P34949 whole entry, looked up): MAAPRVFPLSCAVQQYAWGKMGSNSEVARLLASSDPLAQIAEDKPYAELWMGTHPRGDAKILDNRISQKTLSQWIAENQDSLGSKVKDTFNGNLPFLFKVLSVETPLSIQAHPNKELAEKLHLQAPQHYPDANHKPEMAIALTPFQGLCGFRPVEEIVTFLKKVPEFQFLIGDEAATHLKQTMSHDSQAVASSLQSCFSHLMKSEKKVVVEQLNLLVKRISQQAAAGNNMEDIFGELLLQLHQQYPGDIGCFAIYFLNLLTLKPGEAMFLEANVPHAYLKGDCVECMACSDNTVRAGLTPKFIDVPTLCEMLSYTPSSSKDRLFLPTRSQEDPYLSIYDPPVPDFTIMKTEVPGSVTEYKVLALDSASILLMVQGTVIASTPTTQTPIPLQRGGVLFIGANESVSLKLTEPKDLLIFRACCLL
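Technique: Diaphorase-driven resazurin-to-resorufin fluorescence, excitation 544, emission 590 nm | Assay system: Human PMI in coupled enzyme assay | Times: Enzyme reaction with compound 20 min at room temperature | Medium: HEPES-buffered pH 7.4 with magnesium and detergent | Reagent: Mannose-6-phosphate 1.0 mM (near-saturating) plus 0.22 mM NADP+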
G6PDH CS: counter-screen for G6PDH assay hits: L. mesenteroides G6PDH inhibition; Purified L. mesenteroides G6PDH, diaphorase/resazurin coupled fluorescence, 45 min; inhibition, % at 5 µM; 0.12% of 200,000 active; in the data active means inhibition above about 50%
PPARg SRC-1 ag: promotes SRC-1 coactivator recruitment by human PPARgamma; P37231; PPARgamma-SRC-1 coactivator recruitment biochemical assay; activation, % at 8 µM; 0.41% of 200,000 active; AID 631; in the data active means activation above about 19%;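 further: 0% = DMSO and 100% = reference agonist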
PPARg SRC2 recr: PPARgamma-driven SRC-2 recruitment agonism; P37231; PPARgamma LBD-SRC-2 recruitment, biochemical; activation, % at 8 µM; 0.34% of 200,000 active; in the data active means activation above about 22%;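 further: 0% = vehicle and 100% = reference agonist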
PMI act: activators of human phosphomannose isomerase. P34949. purified human PMI, coupled resazurin fluorescence, 20 min; hits give high values; 1 = vehicle control, 0 substrate-free wells. activation factor at 20 µM. 0.005% of 190,000 active. AID 1214;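 active means activation factor of 2 or more at 20 µM, relative to plate controls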
Diaphorase inh: counter-screen for diaphorase-based assays: diaphorase inhibitors and chemical oxidizers | diaphorase resazurin-to-resorufin fluorescence, NADH, 16 min; bacterial (C. kluyveri) enzyme, not human | 0.69% of 190,000 active | inhibition, % at 20 µM;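 active means primary screen inhibition at 20 µM above a set limit, cut at about 50% in these data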;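 further: plate controls were DMSO with full reaction for no effect and wells lacking NADH for full effect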
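Detection: fluorescence of resorufin formed from resazurin, Ex 544/Em 590 nm; test system: Clostridium kluyveri diaphorase enzyme; amount: 0.14 U/mL diaphorase, enzyme working solution; times: 16-min room-temperature incubation before reading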
Starred values were filed as active, the others as inactive; x = no result given; & = joins results of further samples.

The first 5 records as a preview:
SMILES	PPARg SRC3 recr	TR-FRET SRC-2 ct	ROMK primary	Diaph act CS	S1P3 antag	PMI act satM6P	G6PDH CS	PPARg SRC-1 ag	PPARg SRC2 recr	PMI act	Diaphorase inh
COc1cccc(NC(=S)N(CCCN2CCN(C)CC2)Cc2ccco2)c1	-4	1552	0.029	1	6	1.1	-3	-4	1	1	3
COc1cc2c(C(=O)N3CCCc4ccccc43)cn(C)c(=O)c2cc1OC	-2	1456	0	1	x	1.1	2	3	8	0.9	-3
COCCN(C(=O)CSc1nc2ccc(C)cc2[nH]1)c1c(N)n(Cc2ccccc2)c(=O)[nH]c1=O	1	1512	0.19	1	-10	1.1	0	2	-5	1.2	-2
O=C(N/N=C/c1sc(=O)n(-c2ccccc2)c1Cl)c1ccccc1	5	1567	-0.19	0.8	-3	0.9	-2	5	-4	0.9	24
Cc1ccc(S(=O)(=O)CCC(=O)N2CCN(c3ccc(Cl)cc3)CC2)cc1	0	1505	x	0.7	x	1	3	-1	10	1	26

This part in full, previewed entries included:
SMILES	PPARg SRC3 recr	TR-FRET SRC-2 ct	ROMK primary	Diaph act CS	S1P3 antag	PMI act satM6P	G6PDH CS	PPARg SRC-1 ag	PPARg SRC2 recr	PMI act	Diaphorase inh
COc1cccc(NC(=S)N(CCCN2CCN(C)CC2)Cc2ccco2)c1	-4	1552	0.029	1	6	1.1	-3	-4	1	1	3
COc1cc2c(C(=O)N3CCCc4ccccc43)cn(C)c(=O)c2cc1OC	-2	1456	0	1	x	1.1	2	3	8	0.9	-3
COCCN(C(=O)CSc1nc2ccc(C)cc2[nH]1)c1c(N)n(Cc2ccccc2)c(=O)[nH]c1=O	1	1512	0.19	1	-10	1.1	0	2	-5	1.2	-2
O=C(N/N=C/c1sc(=O)n(-c2ccccc2)c1Cl)c1ccccc1	5	1567	-0.19	0.8	-3	0.9	-2	5	-4	0.9	24
Cc1ccc(S(=O)(=O)CCC(=O)N2CCN(c3ccc(Cl)cc3)CC2)cc1	0	1505	x	0.7	x	1	3	-1	10	1	26
O=C(CSc1nnc(CNC(=O)c2ccco2)o1)Nc1nc2ccccc2s1	3	1802	-0.066	1	-2	1.1	-3	2	5	1.1	1
Cc1ccc(C(=O)CCNc2ccccc2)o1	-5	1373	x	0.9	-14	1.1	2	0	-5	1	5
Cc1cc2cc(CNC(=O)c3cc4ccccc4o3)ccc2n1C	32*	2988*	x	0.9	-1	1.1	2	22*	18	1.1	14
N#Cc1cn(CC(=O)NCC2CCCO2)c2ccccc12 (stereo not given)	-10	1529	x	1.1	28	1	2	-1	3	1	-5
OCCC1CN(Cc2nc3ccccc3[nH]2)CCN1C1CCCC1 (stereo not given)	7	1515	0.69	1	-1	1	24	-7	-1	1	4
CN(C(=O)C1CCOC1)c1nnc(-c2ccncc2)s1 (stereo not given)	-2	1540	0.9	0.9	x	0.9	1	-4	6	0.9	8
O=C(CSC1=NC(=O)C(c2ccccc2)C(=O)N1)Nc1ccccc1[N+](=O)[O-] (stereo not given)	-1	1442	-0.049	1	-14	0.9	13	1	5	1	4
Clc1ccc2nc(CSCc3ccccc3)cn2c1	1	1568	-0.56	0.9	8	1	1	7	2	1.1	9
CC(C(=O)N1CCc2ccccc21)N1CCc2ccccc2C1 (stereo not given)	-3	1548	x	0.9	-25	0.9	7	-5	0	0.9	13
O=C(NCc1ccco1)/C(=C/c1ccco1)NC(=O)c1ccco1	2	1794	0.35	0.9	-23	1	1	15	-2	1.2	14

Pulled one by one from the entries so far:
SMILES	PPARg SRC3 recr	TR-FRET SRC-2 ct	ROMK primary	Diaph act CS	S1P3 antag	PMI act satM6P	G6PDH CS	PPARg SRC-1 ag	PPARg SRC2 recr	PMI act	Diaphorase inh
Clc1ccc2nc(CSCc3ccccc3)cn2c1	1	1568	-0.56	0.9	8	1	1	7	2	1.1	9
COCCN(C(=O)CSc1nc2ccc(C)cc2[nH]1)c1c(N)n(Cc2ccccc2)c(=O)[nH]c1=O	1	1512	0.19	1	-10	1.1	0	2	-5	1.2	-2
COc1cc2c(C(=O)N3CCCc4ccccc43)cn(C)c(=O)c2cc1OC	-2	1456	0	1	x	1.1	2	3	8	0.9	-3
O=C(N/N=C/c1sc(=O)n(-c2ccccc2)c1Cl)c1ccccc1	5	1567	-0.19	0.8	-3	0.9	-2	5	-4	0.9	24

The listing continues.
SMILES	PPARg SRC3 recr	TR-FRET SRC-2 ct	ROMK primary	Diaph act CS	S1P3 antag	PMI act satM6P	G6PDH CS	PPARg SRC-1 ag	PPARg SRC2 recr	PMI act	Diaphorase inh
COc1ccc(/C=N/NC(=O)CCn2c3ccccc3c3ccccc32)cc1OC	0	1562	x	0.8	0	0.8	-1	-1	-5	0.8	17
CN1CCN(C(=S)Nc2ccc(Cl)cc2)CC1	-2	1764	x	0.9	-17	0.8	3	-6	-5	1	5
Cn1c(=O)c2c(nc(Sc3n[nH]c(N)n3)n2Cc2ccccc2Cl)n(C)c1=O	2	1629	x	1.2	-64	1.1	13	2	8	1.2	-19
CC(C)(C)NC(=O)CC(CC(=O)O)c1ccccc1 (stereo not given)	-6	1489	x	0.9	-10	0.8	17	-4	-1	0.8	14
O=c1c2ccccc2nnn1CSc1ccccc1	0	1326	x	1	10	1.1	-15	-4	-6	1	5
Cc1ccc(Cl)cc1NC(=O)CCC(=O)Nc1cc(Cl)ccc1C	0	1715	-0.35	0.9	x	1.1	-6	-1	7	1	9
C=CCSC1=C(C#N)C(c2ccccc2Cl)CC(=O)N1 (stereo not given)	-6	1668	x	0.8	23	0.9	-3	-2	1	0.9	19
CCOC(=O)C1(CC2CCCCO2)CCN(C(=O)Nc2cccc(SC)c2)CC1 (stereo not given)	4	1752	-1.1	0.7	3	0.8	13	12	-7	0.8	30
O=C(CCCN1C(=O)c2ccccc2C1=O)NCC1CCCO1 (stereo not given)	-4	1671	x	0.9	x	1	2	-1	9	1	11
CN(C)S(=O)(=O)Nc1ccccc1C(N)=O	10	1621	x	1	27	1	-7	4	10	1	4
CN(C)C(=O)[C@@H]1C[C@H]1[C@@H](NC(=O)OCc1ccccc1)c1ccccc1	-2	1399	-0.99	0.9	1	1	-1	-4	-7	1	6
Cc1ccc(C(=O)OCC(=O)NCc2cccs2)c(C)c1	0	1461	0.58	0.9	-11	1	-2	-6	1	1	10
N#CC1=C(S)N=C(N)C(c2nc(-c3ccccc3)cs2)C12CCCCC2 (stereo not given)	-5	1526	-1	0.9	x	1.1	8	1	3	1.1	6
Cc1ccc(Nc2nc(N)nc(CSc3nnnn3-c3ccccc3)n2)cc1	1	1502	x	0.9	-27	1	-46	-6	-1	1	9
Cn1c(SCC(=O)Nc2ccc3nc(SCC(=O)N4CCCC4)sc3c2)nnc1-c1ccccc1	-3	1444	1	0.7	x	0.8	1	7	2	0.9	35
Cc1nnc(SCC(=O)NC(=O)NC(C)(C)C)s1	1	1383	0.41	1	6	1.1	7	0	-13	1.1	0
Cc1ccsc1C(=O)OCC(=O)Nc1ccc(Cl)cc1C(F)(F)F	-3	1564	x	0.9	-8	1	-5	-4	0	1	11
O=C(CCC(=O)Nc1ccccc1)NNC(=O)c1ccco1	-6	1525	x	0.9	x	1	-18	10	2	0.9	9
CCN(CC)S(=O)(=O)c1ccc(N2CCOCC2)c(NC(=O)c2ccccc2)c1	3	1458	0.96	1	-12	1	-2	8	3	1	0
Cc1ncc([N+](=O)[O-])n1CC(C)O (stereo not given)	3&4	1332&1467	x	0.9&0.9	-8	1.1&1	9&-2	3&-5	-1&-8	1&0.9	10&5
Cc1nc2cc(-c3ccc(F)cc3)nn2c(N2CCOCC2)c1C	x	x	x	0.8	12	1	6	x	x	0.9	17
CCN(CC)c1nc2c3c(nc4c(c3c1C#N)CC(=O)N4c1ccc(Cl)cc1)NC(C)=N2	2	1559	x	0.4	-5	0.7	-24	7	-2	0.7	58*
CCCCNC(=O)c1onc(CSc2ccc(F)cc2)c1C(=O)O	-9	1530	x	1	x	1.1	-2	-13	-7	1	0
CC1CCc2ccccc2N1C(=N)N(C)C (stereo not given)	-1	1463	0.13	0.9	-27	0.9	13	-7	-1	0.9	7
CCOC(=O)Cn1c(=O)oc2cc(S(=O)(=O)Nc3c(C)cc(C)cc3C)ccc21	6	1542	x	0.7	-4	0.9	-7	0	2	0.9	27
O=C(Cc1ccccc1)Nc1ccccc1C(=O)Nc1ccc(C(=O)O)cc1	3	1624	0.55	1	2	1.2	4	9	5	1.2	-5
NNc1nc(-c2ccccc2)cs1	0	1601	-0.014	0.9	-5	2*	-4	7	-2	1.6	14
Cc1ccc(C(=O)N2CCN(c3ncccn3)CC2)cc1S(=O)(=O)N1CCCCC1	-2	1699	x	0.7	2	0.7	-21	-2	5	0.8	25
CCCCCCC(=O)Nc1nc(C)c(-c2csc(Nc3ccc(Cl)cc3)n2)s1	13	1536	x	0.7	x	0.7	3	-2	16	0.6	31
COc1ccc(N(Cc2cc3ccc(C)cc3[nH]c2=O)C(=O)c2ccco2)cc1	4	1359	0.29	0.8	2	1	6	-2	-12	1	17
N/C(=N\OC(=O)Cc1ccccc1)c1cccc(Br)c1	-4	1736	-0.26	0.8	5	1	3	-2	-1	0.9	18
CCOC(=O)c1ccc(NC(=O)CCOc2ccccc2)cc1	5	1593	1	0.9	x	0.9	-3	3	7	0.9	14
O=C(NC1CCCC1)C1CCC(CNS(=O)(=O)c2cccs2)CC1 (stereo not given)	-1	1490	1.2	0.9	3	1	3	-2	-3	1	10
CCn1c(CNc2ccc(Cl)cc2)nnc1SCC(=O)OC1CCCCC1	-3	1617	-4.2*	0.9	x	0.9	-4	2	5	1	13
COc1ccnc(Oc2ccc(F)cc2)c1-c1ncn[nH]1	2	1670	-0.71	1	-15	1	9	0	2	1.1	0
O=C1C2CC=CCC2C(=O)N1c1ccc(NCCc2cccc(F)c2)c([N+](=O)[O-])c1 (stereo not given)	1	1573	0.21	0.8	2	0.9	8	2	1	0.9	20
CCOc1cc(N2CCOCC2)c(OCC)cc1NC(=O)c1ccc(OCc2c(C)noc2C)c(OC)c1	9	1506	1.3	0.8	-17	0.8	-16	5	5	0.8	16
O=C(Nc1ccccc1)N1C(=O)C2(OCCO2)c2ccccc21	4	1481	x	0.9	-10	0.8	-7	0	0	0.8	13
